High-throughput results (PubChem BioAssay)
TDP1 block – qHTS Assay for Inhibitors of Tyrosyl-DNA Phosphodiesterase (TDP1). Tyrosyl-DNA phosphodiesterase 1 (Homo sapiens), Q9NUW8. recombinant TDP1, AlphaScreen DNA substrate cleavage. Potency, µM (top dose mostly 130 µM), inactives show top-dose activity change, negative = inhibition, actives largely listed as inhibitors. 0.28% of 350,000 active; also: nearly all actives have a fitted effect of over 40% in size
Target sequence (Q9NUW8 whole entry, looked up): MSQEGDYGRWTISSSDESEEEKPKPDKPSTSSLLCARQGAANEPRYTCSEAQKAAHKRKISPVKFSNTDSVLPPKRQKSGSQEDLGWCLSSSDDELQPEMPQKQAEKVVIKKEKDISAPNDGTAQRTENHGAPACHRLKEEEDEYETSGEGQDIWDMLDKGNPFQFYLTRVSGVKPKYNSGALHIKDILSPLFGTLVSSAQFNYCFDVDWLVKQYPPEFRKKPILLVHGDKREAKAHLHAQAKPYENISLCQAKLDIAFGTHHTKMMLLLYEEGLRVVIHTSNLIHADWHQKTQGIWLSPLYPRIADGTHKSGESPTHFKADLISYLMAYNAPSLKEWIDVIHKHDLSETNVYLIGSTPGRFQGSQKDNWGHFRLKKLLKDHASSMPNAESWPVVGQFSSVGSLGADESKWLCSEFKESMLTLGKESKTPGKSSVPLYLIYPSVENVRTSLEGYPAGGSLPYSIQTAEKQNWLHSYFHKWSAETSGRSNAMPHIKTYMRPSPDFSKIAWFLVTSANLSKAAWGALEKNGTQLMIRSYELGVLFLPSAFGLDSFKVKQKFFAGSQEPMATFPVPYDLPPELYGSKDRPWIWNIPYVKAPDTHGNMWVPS
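Steps: enzyme plus compound, 15 min RT; add biotin/phosphotyrosine-FITC oligonucleotide (15 nM final), react 5 min; add donor/acceptor beads (10 ug/ml final), 10 min; read AlphaScreen. Tdp1 at 1 nM final.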
TDP1 cell CPT – qHTS for Inhibitors of human tyrosyl-DNA phosphodiesterase 1 (TDP1): qHTS in cells in presence of CPT; chicken DT40 Tdp1-/-;hTDP1 cells + 20 nM CPT, ATP luminescence, 48 h; Potency, µM (titrated, usually from 46.2 µM), for the others: at the highest dose activity change, negative = growth inhibition, actives largely listed as inhibitors; 12% of 420,000 active; AID 686979, 2013; also: nearly all actives have a fitted effect of over 55% in size
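Cell growth measured by CellTiter-Glo luminescence after a minimum 48 h, 37 C compound exposure with 20 nM CPT in Tdp1-knockout DT40 cells stably expressing hTDP1, seeded 400/well; qHTS titration format.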
TDP1 cell noCPT – qHTS for Inhibitors of human tyrosyl-DNA phosphodiesterase 1 (TDP1): qHTS in cells in absence of CPT. DT40 Tdp1-/- hTDP1 cells, no CPT, ATP luminescence, 48 h. Potency, µM (doses to about 46.2 µM), for the others: top-dose activity change, negative = growth inhibition, hits mostly inhibitors. 15% of 420,000 active. AID 686978, 2013; also: nearly all actives have a fitted effect of over 55% in size
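Growth kinetics read by CellTiter-Glo luminescence after ≥48 hr at 37 °C. Cells: DT40 Tdp1-/- stably carrying human TDP1, 400 per well, compound exposure in the absence of CPT (DMSO vehicle).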
* = called active by the depositor; ? = inconclusive; . = no result given; [ ] = dose if it differs, or a comment. Calls follow the shape of the dose curve; as a rule, active = well fitted curve in the direction sought with a large enough effect; inconclusive = small, poorly fitted or top-dose-only effect, or another doubt; inactive = no such curve, though single readings can be large; an effect the other way counts as inactive or inconclusive. % is scaled to controls: 0 for no effect and ±100 for the full control effect; potency is read from the fitted curve at half-maximal effect. Not a hit list. Share with any hit: about 18%.

SMILES	TDP1 block	TDP1 cell CPT	TDP1 cell noCPT
CCOCCCNC(=O)NC(C)c1c(-n2cccc2)sc2c1CCN(CC)C2 (stereo not drawn)	4%	13µM*	16µM*
CC(C)CCNC(=O)CN(Cc1ccccc1)C(=O)CCC(=O)Nc1ccccn1	2%	-9%	-20%
COc1ccc(C2CC(c3cccs3)=NN2c2nc(-c3ccccc3)cs2)cc1OC (stereo not drawn)	-3%	-6%	-9%
CN(CC(=O)Nc1c(Cl)cccc1Cl)C(=O)Cc1cccs1	1%	-18%	14%
O=C(Nc1ccc(F)cc1)c1cccc(NC(=O)C2C3CC4OC(=O)C2C4C3)c1 (stereo not drawn)	6%	3%	0%
CSc1nc(N)nc2c1ncn2CC(=O)NCCNc1ccc([N+](=O)[O-])cn1	0%	?	-6%
COc1cccc(N2C(=O)CC(N3CCN(S(=O)(=O)c4ccccc4[N+](=O)[O-])CC3)C2=O)c1 (stereo not drawn)	.	0%	8%
COCCCNC(=O)c1sc2ncccc2c1-n1cccc1	3%	-27%	-28%
CC(OC(=O)CCN=C1NS(=O)(=O)c2ccccc21)C(=O)N(C)c1ccccc1 (stereo not drawn)	0%	?	?
CN(C(=O)COc1cc(C(F)(F)F)nn1C)c1ccccc1	3%	1%	-11%
CS(=O)(=O)N1N=C(c2ccc3nccnc3c2)CC1c1ccccc1 (stereo not drawn)	-2%	-24%	-28%
O=C(CSc1nnnn1-c1ccccc1)N1CCc2ccccc21	5%	-11%	-6%
Cn1nccc1NC(=O)Nc1ccc(Cl)cc1	5%	-2%	-15%
CC(OC(=O)c1cccc(S(=O)(=O)N(C)C)c1)C(=O)NCC(=O)Nc1ccc(F)c(F)c1F (stereo not drawn)	.	3%	?
COC(=O)c1cc(-c2ccc(C)cc2)n[nH]1	0%	-26%	-14%
O=C(CSc1nnc(-c2ccco2)o1)c1ccc(F)c(F)c1	10%	0%	-5%
[O-]C1=N/[N+](=C/c2ccccc2Cl)CC1	9%	-20%	-5%
CCCCN1C(=O)c2ccc(C(=O)NCCN3C(=O)S/C(=C\c4cccnc4)C3=O)cc2C1=O	-7%	?	?
COc1ccc([C@@H]2[C@@H]3C(=O)N(C(C)(C)C)C(=O)[C@@H]3[C@]3(Cc4ccccc4)C(=O)N(c4ccc(C(F)(F)F)cc4)C(=O)N23)cc1	.	?	?
O=C(CN1CCN(c2ccccc2F)CC1)c1c[nH]c2ccc(F)cc12	3%	?	?
Cc1cccc(OCCn2nnc3ccccc32)c1C	.	?	?
O=C(NCc1ccncc1)c1ccc(N2CCCC2)c([N+](=O)[O-])c1	3%	?	18µM*
O=C(O)C1C2CCC(O2)C1C(=O)NCCC1=CCCCC1 (stereo not drawn)	3%	6%	9%
Cc1ccc(S(=O)(=O)N(C)C)cc1NC(=O)CSc1nc2ccccc2c(=O)n1CC1CCCO1 (stereo not drawn)	2%	?	?
COc1ccc(CNC(=O)CCS(=O)(=O)c2ccc3c(c2)NC(=O)C(C)S3)cc1 (stereo not drawn)	.	-26%	-19%
COc1ccccc1C(=O)Nc1cc(Cl)ccc1O	0%	-5%	-29%
CCOc1ccccc1-n1nnnc1SCC(=O)N(C)C1CCS(=O)(=O)C1 (stereo not drawn)	.	-6%	-8%
CCC(O)C1CCN(Cc2cn(Cc3ccccc3)nc2-c2cc3ccccc3o2)CC1 (stereo not drawn)	0%	?	?
CCCc1[nH]n(-c2ccc([N+](=O)[O-])cc2)c(=O)c1C=NCCc1c[nH]c2ccccc12	5%	?	?
Cc1cc(OCC(O)CN2CCN(CCO)CC2)ccc1C(C)C (stereo not drawn)	5%	-21%	-23%
CC1CCCC(C)N1C(=O)Cc1ccccc1 (stereo not drawn)	-2%	5%	-16%
COc1ccc(OC)c(CCNC(=O)c2ccc3c(c2)N(Cc2ccc(C)cc2)CCS3)c1	12%	?	23µM*
CC1(C)CC(=O)C2=C(C1)Nc1ccccc1NC2c1ccc([N+](=O)[O-])cc1 (stereo not drawn)	.	1%	-8%
CC(CNC(=O)CCc1nnc2ccc(N3CCC4(CC3)OCCO4)nn12)c1ccccc1 (stereo not drawn)	5%	-8%	6%
CCc1cccc(CC)c1NC(=O)C1CCC(CNS(=O)(=O)c2cccc3nsnc23)CC1 (stereo not drawn)	1%	-15%	?
CC1(C)CC(C)(O)N(Cc2ccccc2)C(=S)N1 (stereo not drawn)	3%	1%	-12%
O=[N+]([O-])c1ccccc1N(CC1CO1)S(=O)(=O)c1ccccc1 (stereo not drawn)	2%	-27%	-24%
Cc1ccc(NC(=O)COC(=O)Cn2ccc(C(F)(F)F)n2)cc1Cl	-8%	-1%	0%
O=C(/C=C/c1ccccc1)NC(NC(=S)Nc1cc(Cl)ccc1Cl)C(Cl)(Cl)Cl (stereo not drawn)	6%	5.2µM*	5.2µM*
COc1cc(C2C=C(Nc3ccccc3)C(=O)N2c2ccccc2)ccc1O (stereo not drawn)	-2%	?	?
CC(C)(C)N(Cc1ccccc1)C(=O)COC(=O)c1cccc([N+](=O)[O-])c1	9%	-27%	?
CCc1ccc(NC(=O)C2CCCN2S(=O)(=O)c2ccc3c(c2)CCCC(=O)N3)cc1 (stereo not drawn)	3%	16µM*	18µM*
CCOc1ccc(NC(=O)NCCc2c(C)nn(C)c2C)cc1	6%	7%	-27%
CCCCN(C)CCCNC(=O)c1ccc(N2CCCC2=O)cc1	0%	-1%	15%
CCN(Cc1cc(OC)c(OC)c(OC)c1)C(=S)Nc1cccc(SC)c1	3%	?	23µM*
CCC(=O)c1ccccc1OCCN1CCN(CC)CC1	-14%	-2%	1%
COc1cccc(CNC(=O)COC(=O)C2CCN(c3ccc(C(F)(F)F)cn3)CC2)c1	-3%	?	-29%
CC(=O)NC(=S)Nc1ccc(NC(=O)c2cccnc2Cl)cc1	-3%	-8%	-28%
COc1cc(OC)cc(C(=O)N[C@H](C(=O)OCc2cc(=O)oc3cc(C)ccc23)C(C)C)c1	3%	?	?
Cn1c(=O)c2c(ncn2Cc2nnc(N)s2)n(C)c1=O	-3%	1%	1%
CC(C)CCn1c(O)c(N=NC(=O)c2ccco2)c2ccccc21	3%	-19%	?
CCOc1ccc(CCNC(=O)c2cccc(-n3c(C)nc4cccnc43)c2)cc1	8%	23µM*	16µM*
COc1cccc(CNC(=O)CCC2CCCN(C(=O)c3ccoc3C)C2)c1 (stereo not drawn)	3%	?	?
CC1CC(C)CN(C(=O)COc2cccnc2[N+](=O)[O-])C1 (stereo not drawn)	2%	5%	?
COc1ccc(-c2nnc(SCCOc3cccc(C)c3)n2N)cc1	-1%	-6%	-20%
CN(Cc1ccccc1)C(=O)Cn1cccc1C(=O)c1ccccc1	-4%	-12%	-10%
COc1cccc(C(=O)NCCNC(=O)c2ccccn2)c1	.	-2%	-14%
CCOC(=O)c1c(-c2ccccc2)csc1NC(=S)NC(=O)c1ccccc1	0%	?	?
Cc1c(Br)c([N+](=O)[O-])nn1CC(=O)Nc1ccc(C(C)C)cc1	3%	?	?
CCCCNC(=O)Nc1cc(C)on1	5%	-1%	-3%
Going on with the list.
SMILES	TDP1 block	TDP1 cell CPT	TDP1 cell noCPT
COc1ccc(C(C#N)c2ccc(Cl)nn2)cc1 (stereo not drawn)	3%	2%	-14%
COc1ccc(CCNC(=O)c2ccc3c(c2)N=C(C)c2ccccc2S3)cc1OC	5%	?	?
CC1Sc2ccc(S(=O)(=O)CCC(=O)N3CCN(c4cccc(Cl)c4)CC3)cc2NC1=O (stereo not drawn)	-3%	13µM*	7.3µM*
Cc1noc(C)c1COC(=O)c1ccc(-c2nc3ccccc3s2)s1	2%	?	?
CC1CCCC(C)N1C(=O)COC(=O)/C=C/c1ccc(Br)o1 (stereo not drawn)	11µM*	-17%	-10%
COc1ccc(Cl)cc1NC(=O)CN(C)C(=O)Cc1ccc2c(c1)CCC2	0%	?	?
Cc1cccnc1NC1(C(F)(F)F)N=C2SCCN2C1=O (stereo not drawn)	0%	23%	-1%
CC(C)c1ccc(OCc2cc(=O)n3c(-c4ccccc4)csc3n2)cc1	-4%	?	26µM*
COc1ccccc1C(=O)NC(=O)CSc1nnc(C)s1	1%	-5%	29%
Cc1ccc(-n2c(=S)[nH]c3c(oc4ccccc43)c2=O)cc1C	11%	-3%	-18%
COc1ccc(S(=O)(=O)N(CC(=O)NCCc2ccccc2)c2ccc(Cl)cc2)cc1	.	-26%	-20%
O=C1C=C(N2CCOCC2)c2cccc3cccc1c23	.	-27%	15µM*
CSc1ccccc1-c1cnc(NC(C)=O)cn1	.	2.6µM*	-47%
COC(=O)CN1C(=S)N(c2ccc(F)cc2)C(=O)C1CC(=O)Nc1ccc(OC)cc1 (stereo not drawn)	.	-11%	6%
CCN1C(=O)C(CC(=O)Nc2ccc(OC)cc2)N(CCCN2CCN(c3ccc(F)cc3)CC2)C1=S (stereo not drawn)	7%	23µM*	13µM*
CC1=C(C(=O)Nc2ccc(C(=O)NCCC(C)C)cc2)SCCO1	.	-1%	-28%
COc1ccccc1N1CCN(C(=O)CNC(=O)c2cn(-c3ccccc3OC)c(=O)c3ccccc23)CC1	-3%	?	-2%
Cc1nc(N2CCN(C)CC2)c2c3c(sc2n1)CCCC3	4%	?	?
COCCNC(=O)C1CC(=O)N(C2CCCC2)C1 (stereo not drawn)	4%	4%	-17%
CCS(=O)(=O)N1CCN(S(=O)(=O)c2ccc(S(=O)(=O)NC3CC3)cc2)CC1	6%[0.0935 µM]	1%	-20%
Cc1cc(C)cc(CSc2nnc(C)c(=O)[nH]2)c1	0%	-5%	-17%
N/C(=N\OC(=O)c1ccc(Br)cc1)c1cccc([N+](=O)[O-])c1	.	-21%	-22%
COc1ccc(N/C(C)=C2/C(=O)C(=O)N(CCO)C2c2ccc(Br)cc2)cc1 (stereo not drawn)	3%	?	?
Cc1ccccc1-c1nc(S(=O)(=O)c2ccc(Br)cc2)c(NCc2cccnc2)o1	2%	-7%	-25%
COc1ccc(CCn2c(C)cc(C(=O)CSc3nnnn3-c3ccccc3)c2C)cc1OC	2%	?	-20%
COC(=O)CSc1nnc([C@H](CC(C)C)NC(=O)OC(C)(C)C)o1	3%	7%	-18%

Already shown: entries from further up.
SMILES	TDP1 block	TDP1 cell CPT	TDP1 cell noCPT
Cn1c(=O)c2c(ncn2Cc2nnc(N)s2)n(C)c1=O	-3%	1%	1%
CC(C)CCn1c(O)c(N=NC(=O)c2ccco2)c2ccccc21	3%	-19%	?
CCOc1ccc(CCNC(=O)c2cccc(-n3c(C)nc4cccnc43)c2)cc1	8%	23µM*	16µM*
COc1cccc(CNC(=O)CCC2CCCN(C(=O)c3ccoc3C)C2)c1 (stereo not drawn)	3%	?	?
CC1CC(C)CN(C(=O)COc2cccnc2[N+](=O)[O-])C1 (stereo not drawn)	2%	5%	?
COc1ccc(-c2nnc(SCCOc3cccc(C)c3)n2N)cc1	-1%	-6%	-20%
CN(Cc1ccccc1)C(=O)Cn1cccc1C(=O)c1ccccc1	-4%	-12%	-10%
COc1cccc(C(=O)NCCNC(=O)c2ccccn2)c1	.	-2%	-14%
CCOC(=O)c1c(-c2ccccc2)csc1NC(=S)NC(=O)c1ccccc1	0%	?	?
Cc1c(Br)c([N+](=O)[O-])nn1CC(=O)Nc1ccc(C(C)C)cc1	3%	?	?
CCCCNC(=O)Nc1cc(C)on1	5%	-1%	-3%
COc1ccc(C(C#N)c2ccc(Cl)nn2)cc1 (stereo not drawn)	3%	2%	-14%
COc1ccc(CCNC(=O)c2ccc3c(c2)N=C(C)c2ccccc2S3)cc1OC	5%	?	?
CC1Sc2ccc(S(=O)(=O)CCC(=O)N3CCN(c4cccc(Cl)c4)CC3)cc2NC1=O (stereo not drawn)	-3%	13µM*	7.3µM*
Cc1noc(C)c1COC(=O)c1ccc(-c2nc3ccccc3s2)s1	2%	?	?
CC1CCCC(C)N1C(=O)COC(=O)/C=C/c1ccc(Br)o1 (stereo not drawn)	11µM*	-17%	-10%
COc1ccc(Cl)cc1NC(=O)CN(C)C(=O)Cc1ccc2c(c1)CCC2	0%	?	?
Cc1cccnc1NC1(C(F)(F)F)N=C2SCCN2C1=O (stereo not drawn)	0%	23%	-1%
CC(C)c1ccc(OCc2cc(=O)n3c(-c4ccccc4)csc3n2)cc1	-4%	?	26µM*

An excerpt from above in order of number of heavy atoms, falling.
SMILES	TDP1 block	TDP1 cell CPT	TDP1 cell noCPT
Cc1ccccc1-c1nc(S(=O)(=O)c2ccc(Br)cc2)c(NCc2cccnc2)o1	2%	-7%	-25%
N/C(=N\OC(=O)c1ccc(Br)cc1)c1cccc([N+](=O)[O-])c1	.	-21%	-22%
COCCNC(=O)C1CC(=O)N(C2CCCC2)C1 (stereo not drawn)	4%	4%	-17%
